# From PubChem
# Rtt109 HAT inh – inhibitors of C. albicans Rtt109/Vps75 HAT, primary screen, biochemical, ThioGlo CoA-SH fluorescence, plate reader | purified Rtt109/Vps75, 4 h | inhibition, % at 34.9 µM | 330,000 compounds, 0.16% hits | AID 540336, 2011;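 active means inhibition of at least 50% in every replicate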
# Target sequence (Q5AAJ8 whole entry, looked up): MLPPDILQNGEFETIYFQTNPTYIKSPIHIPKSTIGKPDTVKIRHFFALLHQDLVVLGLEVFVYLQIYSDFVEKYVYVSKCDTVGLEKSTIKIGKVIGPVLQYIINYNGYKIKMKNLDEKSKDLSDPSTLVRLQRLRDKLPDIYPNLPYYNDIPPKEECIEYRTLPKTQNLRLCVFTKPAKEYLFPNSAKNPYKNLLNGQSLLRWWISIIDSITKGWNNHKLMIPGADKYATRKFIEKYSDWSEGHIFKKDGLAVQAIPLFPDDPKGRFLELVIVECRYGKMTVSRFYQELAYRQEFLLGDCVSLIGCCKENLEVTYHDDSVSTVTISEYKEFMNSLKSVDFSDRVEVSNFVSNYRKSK
# PKA-R2B activ – activators of PKA-R2B holoenzyme, primary screen, biochemical, fluorescence polarization, Cy5-IP20, human. cAMP-dependent protein kinase catalytic subunit beta (Homo sapiens) + cAMP-dependent …. PKA-R2B holoenzyme dissociation; R2B truncated from residue 108, S112A mutant; 0% DMSO only, 100% 113 µM cGMP. activation, % at 11.4 µM. 340,000 compounds, 0.079% hits. AID 504700, 2011;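 active means activation above a cutoff set at the mean over all compounds plus 3 SD, cut at about 18% in these data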;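 further: higher means more holoenzyme dissociation and a rise in polarization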
# CAL PDZ FP-1 – CAL PDZ peptide-binding inhibitors, primary screen, biochemical, fluorescence polarization, Cer-tagged CAL PDZ, HTS. Golgi-associated PDZ and coiled-coil motif-containing protein (Homo sapiens), Q9HD26. purified CAL PDZ, TMR-peptide fluorescence polarization, 1 h. inhibition, % at 20 µM. 330,000 compounds, 0.02% hits. AID 504414, 2011;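 active means highest replicate inhibition of at least 40%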;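 further: plate controls were DMSO neutral control wells for no effect and unlabeled competitor peptide control wells for full effect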
#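 Assay system – tagged CAL PDZ protein CerCALP, purified · Timing – 1 h at RT · Compound – single point, 20 µM · Measured by – fluorescence polarization from S- and P-plane intensities, G-factor corrected · Evaluation – inhibition from polarization loss · Probe or stimulus – TMR reporter peptide T*-PRC34 · Buffer or medium – pH 7.4 phosphate-saline buffer, reducing agent, detergent, IgG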
# DAGLB inh – DAGLB lipase inhibitors, primary screen, biochemical, fluorescence, HTS; inhibition, % at 5.17 µM; HEK293T DAGLB membrane lysate, EnzChek fluorogenic substrate; AID 504411, 2011; 340,000 compounds, 0.059% hits; Diacylglycerol lipase-beta (Homo sapiens), Q8NCG7; in the data active means inhibition above about 34%;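 further: 0% = enzyme with vehicle and 100% = wells lacking enzyme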
# Target sequence (Q8NCG7 whole entry, looked up): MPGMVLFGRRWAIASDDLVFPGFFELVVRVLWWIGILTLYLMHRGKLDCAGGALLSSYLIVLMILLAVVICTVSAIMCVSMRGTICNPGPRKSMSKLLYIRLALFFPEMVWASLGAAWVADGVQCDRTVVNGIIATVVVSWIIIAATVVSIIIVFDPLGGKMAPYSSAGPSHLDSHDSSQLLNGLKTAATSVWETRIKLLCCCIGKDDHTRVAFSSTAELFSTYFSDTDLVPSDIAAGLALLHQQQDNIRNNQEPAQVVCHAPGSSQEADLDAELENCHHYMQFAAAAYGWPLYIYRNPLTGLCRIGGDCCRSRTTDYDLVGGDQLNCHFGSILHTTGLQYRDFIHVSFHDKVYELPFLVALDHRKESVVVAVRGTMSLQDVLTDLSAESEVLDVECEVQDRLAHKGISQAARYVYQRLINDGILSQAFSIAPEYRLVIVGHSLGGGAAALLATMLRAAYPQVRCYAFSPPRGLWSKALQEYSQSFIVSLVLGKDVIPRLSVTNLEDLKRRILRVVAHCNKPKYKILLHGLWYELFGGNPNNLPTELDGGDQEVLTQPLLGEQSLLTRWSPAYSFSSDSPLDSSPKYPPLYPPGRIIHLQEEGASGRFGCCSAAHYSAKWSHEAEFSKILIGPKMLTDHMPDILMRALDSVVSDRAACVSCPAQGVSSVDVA
# RTF Ca sens inh – cardiac RTF calcium sensitivity inhibitors, primary screen, biochemical, IANBD-TnC fluorescence, EC70 calcium | Troponin I, cardiac muscle (Homo sapiens) + Troponin T, cardiac muscle (Homo sapiens) + … | IANBD-labeled cardiac RTF, Ca2+ fluorescence | inhibition, % at 7.15 µM | 340,000 compounds, 0.12% hits;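 active means inhibition above the mean inhibition of all tested compounds plus 3 SD, cut at about 17% in these data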;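 further: assay run at fixed EC70 calcium of 1.6 mM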
# SR-BI DiI-HDL act – activators of SR-BI mediated DiI-HDL uptake, primary screen, ldlA[mSR-BI] CHO cells, DiI fluorescence; 3 h; 100 = double the neutral-control signal; activation, % at 12.5 µM; 320,000 compounds, 0.096% hits; AID 504775, 2011;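 active means mean replicate activation of at least 60% and every replicate at or above 60%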;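 further: 0% = median plate neutral-control signal and 100% = twice that signal; values of inactives mirror those of a sister screen read the other way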
#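 Assay system: CHO ldlA[mSR-BI] cells, LDL receptor-null, SR-BI overexpressing; medium: Ham's F12 with 0.5% BSA, HEPES 25 mM, pH 7.4; also added: DiI-HDL 10 µg/mL; timing: 3 h uptake period with compound, 37 °C; signal: DiI fluorescence, bottom read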
# cardiac RTF act – cardiac RTF calcium sensitivity activators, primary screen, biochemical, IANBD-TnC fluorescence, EC20 calcium. Troponin I, cardiac muscle (Homo sapiens) + Troponin T, cardiac muscle (Homo sapiens) + …. IANBD-labeled TnC RTF fluorescence at EC20 calcium; 0% EC20 calcium, 100% full calcium. activation, % at 7.2 µM. 340,000 compounds, 0.24% hits. AID 493008, 2010;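 active means activation above the mean over all tested compounds plus 3 SD, cut at about 30% in these data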;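 further: rise in fluorescence read as greater calcium sensitivity of cardiac thin filaments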
# CAL PDZ FP-2 – untagged CAL PDZ binding inhibitors, primary screen, biochemical, fluorescence polarization, HTS | purified CAL PDZ, TMR-peptide fluorescence polarization, 1 h | 300,000 compounds, 0.92% hits | AID 602252, 2012 | inhibition, % at 24.9 µM;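 active means mean inhibition of at least 30% with at least half of replicates also reaching 30%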;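 further: 0% = DMSO neutral control and 100% = excess unlabeled competitor peptide PRC23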
# Keap1 Nrf2 FP – Keap1-Nrf2 protein-protein interaction inhibitors, primary screen, biochemical, fluorescence polarization, single point; Keap1 Kelch-Nrf2 peptide fluorescence polarization, 1536-well; inhibition, % at 9.4 µM; 340,000 compounds, 0.15% hits; in the data active means inhibition above about 12%;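 further: human Keap1 Kelch domain with fluorescein labeled Nrf2 9mer peptide probe; 0% = neutral control wells and 100% = peptide positive control; higher means more block of Keap1 binding to Nrf2 peptide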
# LANA DNA inh – inhibitors of KSHV C-LANA binding to DNA, primary screen, biochemical, fluorescence polarization, FAM-LBS DNA, MBP-C-LANA, single point. 340,000 compounds, 0.078% hits. Kaposi's sarcoma herpesvirus LANA C-terminal domain (residues 932-1162) DNA binding. AID 504423, 2011. inhibition, % at 9 µM;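 active means highest replicate inhibition at or above 60% at 9 µM, even if other replicates fall short; inactive means all replicates below 60% inhibition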;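 further: 0% = neutral control wells and 100% = 4 µM acridine orange control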
# Starred values were filed as active, the others as inactive; / = not tested or not shown.
canonical_smiles,Rtt109 HAT inh,PKA-R2B activ,CAL PDZ FP-1,DAGLB inh,RTF Ca sens inh,SR-BI DiI-HDL act,cardiac RTF act,CAL PDZ FP-2,Keap1 Nrf2 FP,LANA DNA inh
O=C(CSc1nc2c(cnn2-c2ccc(F)cc2)c(=O)[nH]1)N1CCCCC1,2,-2,-1.1,3,-10,/,-1,/,3,-1.3
Cc1ccc(C)c(OCCCC(=O)O)c1,-1,5,-0.6,1,-23,28,1,0,-5,-0.7
COc1ccc(CC(=O)N/N=C/c2ccc(Cl)s2)cc1OC,10,-15,-2.0,-3,-2,13,-1,0,-1,1.7
Cc1ccc(SCC(=O)Nc2ccc(C(=O)Nc3ccc(O)cc3)cc2)cc1,/,9,-0.6,8,-2,26,-6,4,-4,0.4
O=C(CCCOc1ccccc1)Nc1nnc(C2CCCO2)s1 (stereo not given),-6,0,/,5,1,29,3,8,4,-0.7
O=C(Nc1ccc2nc(-c3ccco3)[nH]c2c1)c1cccs1,6,-3,-1.1,2,-6,-12,5,-4,2,-1.7
COc1ccc(OC)c2c1CC(C)(C)NC2=O,-4,5,-0.2,3,-2,18,-6,-3,5,1.4
Cc1ccc(C)c(S(=O)(=O)Nc2ccc(C(=O)NCCCN3CCOCC3)cc2)c1,-2,-3,-2.6,2,3,33,0,-3,-3,0.8
Cc1cc(OC(=O)c2ccc(F)cc2)c([N+](=O)[O-])c(=O)[nH]1,4,-1,-0.5,3,-9,3,-5,-6,-1,-1.6
Cc1cc(Cl)c2ccccc2n1,-6,1,-1.4,-1,-42,24,4,/,-1,-2.1
Cn1ncc(Cl)c1C(=O)NNC(=O)Nc1cccc2ccccc12,4,2,-0.8,5,-2,7,-4,-6,-1,-1.4
CCCCNc1ncnc2c1cnn2-c1ccc(Cl)cc1,-5,-2,-0.2,-6,-7,-15,1,/,-3,-0.2
CCOC(=O)C(C(=O)OCC)C1CCS(=O)(=O)C1 (stereo not given),4,-9,-0.8,1,-15,1,-8,3,0,0.0
O=C(NC(=S)NCc1ccccc1)c1cccs1,-3,8,1.7,-2,12,14,-2,-5,0,-1.9
Cc1noc(C)c1S(=O)(=O)N1CCC(C(=O)c2ccccc2)CC1,3,-5,-1.3,-1,-4,7,3,1,2,1.6
O=C(N/N=C1/CC2C=CCC12)c1cccs1 (stereo not given),-4,1,-1.1,-2,2,4,-1,42*,-3,-2.1
CCC(C)NC(=O)Nc1ccccc1F (stereo not given),-1,4,-0.2,-2,-5,13,0,-3,2,1.1
NS(=O)(=O)c1ccc(CNC(=O)Cc2ccccc2F)cc1,-11,0,-2.7,0,-6,24,-4,-1,0,0.4
O=C(CCSc1ccccn1)c1ccccc1,/,-12,-2.4,0,-8,16,-4,-1,-7,0.5
Cc1cc(C)c(C)c(OCCCCn2cnc3ccccc3c2=O)c1,12,-9,-0.2,-6,-3,22,-4,-3,-2,-0.7

# 2 compounds drawn at random from those above:
canonical_smiles,Rtt109 HAT inh,PKA-R2B activ,CAL PDZ FP-1,DAGLB inh,RTF Ca sens inh,SR-BI DiI-HDL act,cardiac RTF act,CAL PDZ FP-2,Keap1 Nrf2 FP,LANA DNA inh
O=C(N/N=C1/CC2C=CCC12)c1cccs1 (stereo not given),-4,1,-1.1,-2,2,4,-1,42*,-3,-2.1
NS(=O)(=O)c1ccc(CNC(=O)Cc2ccccc2F)cc1,-11,0,-2.7,0,-6,24,-4,-1,0,0.4

# More results follow.
canonical_smiles,Rtt109 HAT inh,PKA-R2B activ,CAL PDZ FP-1,DAGLB inh,RTF Ca sens inh,SR-BI DiI-HDL act,cardiac RTF act,CAL PDZ FP-2,Keap1 Nrf2 FP,LANA DNA inh
COc1ccc(CCNC(=O)CCn2c(=O)c3cccn3c3ccc(F)cc32)c(OC)c1OC,4,-4,-1.1,-1,2,-54,2,118*,-1,-1.1
CC(C)=NNc1cc([N+](=O)[O-])cc2c1C(=O)N(C)S2=O (stereo not given),-16,-7,0.8,8,1,11,4,/,-1,0.6
NC(=O)c1cc([N+](=O)[O-])ccc1NCc1ccc(O)cc1,1,0,0.4,2,-8,22,0,2,0,-0.7
Cn1c(=O)cc(OCC(=O)NCCc2ccc(Cl)cc2)c2ccccc21,/,-2,-3.8,0,1,-29,-8,-2,1,-0.9
COc1ccc2c(c1OC)C(=O)N(c1nccs1)C2,-22,-10,0.0,-1,-12,-9,1,-1,-3,-0.1
Clc1cccc(CN2CCSCC2)c1Cl,-5,-15,0.3,-6,-9,/,3,/,-4,-0.1
Cc1nn(Cc2ccc(Cl)c(Cl)c2)c(C)c1NC(=O)c1cc(-c2ccc3c(c2)OCO3)on1,-6,-4,-2.5,0,-4,-13,5,/,-2,-0.6
COC(CNC(=O)CN1C(=O)COc2ccc(S(=O)(=O)N3CCOCC3)cc21)OC,-10,5,-0.4,-1,0,3,5,/,-6,-1.0
CCOC(=O)c1c(-c2ccccc2Cl)csc1NC(=O)CSc1nc(C)cc(=O)[nH]1,4,-11,-1.9,1,1,-13,5,-3,-1,0.8
N#Cc1nc(-c2ccccc2)oc1NCc1ccco1,1,-2,-0.4,-3,2,/,2,/,-7,1.1

# Record cards, as listed above:
# `Cc1nn(Cc2ccc(Cl)c(Cl)c2)c(C)c1NC(=O)c1cc(-c2ccc3c(c2)OCO3)on1` in the list: Rtt109 HAT inh: -6; PKA-R2B activ: -4; CAL PDZ FP-1: -2.5; DAGLB inh: 0; RTF Ca sens inh: -4; SR-BI DiI-HDL act: -13; cardiac RTF act: 5; CAL PDZ FP-2: /; Keap1 Nrf2 FP: -2; LANA DNA inh: -0.6
# `COC(CNC(=O)CN1C(=O)COc2ccc(S(=O)(=O)N3CCOCC3)cc21)OC` in the list: Rtt109 HAT inh: -10; PKA-R2B activ: 5; CAL PDZ FP-1: -0.4; DAGLB inh: -1; RTF Ca sens inh: 0; SR-BI DiI-HDL act: 3; cardiac RTF act: 5; CAL PDZ FP-2: /; Keap1 Nrf2 FP: -6; LANA DNA inh: -1.0

# The listing continues.
# Order of values: Rtt109 HAT inh	PKA-R2B activ	CAL PDZ FP-1	DAGLB inh	RTF Ca sens inh	SR-BI DiI-HDL act	cardiac RTF act	CAL PDZ FP-2	Keap1 Nrf2 FP	LANA DNA inh
- Cc1ccc(CN2CCN(C(=O)CCc3ccccc3)CC2)cc1
  9	-5	/	-5	-8	-23	0	-2	-3	-2.5
- CCC(=O)N1N=C(c2ccc(NS(=O)(=O)CC)cc2)CC1c1ccc(C)cc1 (stereo not given)
  /	4	-2.0	2	3	-56	-5	1	2	-0.1
- COc1ccc(CNc2nc(NCc3ccc(OC)cc3)n(S(C)(=O)=O)n2)cc1
  14	-16	-0.5	2	3	16	1	1	-4	0.0
- Cc1cnc(NC(=O)CCCSc2nc3ccccc3s2)s1
  8	7	-0.5	0	-1	11	6	-7	-4	-0.4
- COc1ccc(C2N=C(c3ccccc3)NO2)cc1OC (stereo not given)
  16	4	-2.6	-5	-5	/	0	-4	-5	0.5
- O=C(CN1CCCN(Cc2ccc(F)cc2Cl)C1=O)NC1CCCCCC1
  10	7	-1.2	1	-4	-6	-4	-2	4	-0.9
- O=C(NCCS(=O)(=O)N1CCN(c2ccccc2F)CC1)c1cccs1
  -3	14	-0.5	1	4	3	10	-7	-1	-1.8
- CCCCn1c(CN2CCN(c3cccc(Cl)c3)CC2)nc2c1c(=O)n(C)c(=O)n2C
  12	3	-4.6	1	-5	-28	4	/	1	-1.5
- Cc1noc(C)c1COC(=O)c1cc2c3ccccc3n(C)c2s1
  0	-21	-1.9	-6	-3	-16	-3	0	-1	-1.4
- COc1cc(C(=O)N2CC(C)OC(C)C2)c([N+](=O)[O-])cc1OC (stereo not given)
  -10	2	-1.4	4	-6	4	1	/	0	1.5
- COc1nc(OC)nc(N(C)CCO)n1
  0	-15	0.3	0	0	33	-4	/	0	0.4
- CC(=O)Nc1cccc(NC(=O)Nc2cccc(F)c2)c1
  -5	-2	-3.3	3	-2	-18	-7	-1	-3	-0.4
- CCOC(=O)CSc1nc2ccccc2c(=O)n1CC1COc2ccccc2O1 (stereo not given)
  -6	-8	-1.1	-3	-2	9	-3	-2	-2	-1.1
- COc1cc(C(=O)OCCN2CCOCC2)ccc1O
  -1	-3	-3.4	2	3	-4	-7	-1	-5	0.5
- Cc1ccc2c(c1)C(=O)C(=O)N2CCCOc1ccccc1C
  16	-17	-0.5	-3	-13	-22	1	/	-6	1.3
- COc1ccc2[nH]c(C)c(C(=O)CN3CCN(C/C=C/c4ccccc4)CC3)c2c1
  20	2	-2.3	1	-1	-4	5	-2	0	-0.5
- COc1ccc(S(=O)(=O)Nc2ccc3cn[nH]c3c2)cc1[N+](=O)[O-]
  1	-11	-1.0	-2	-1	23	-1	-1	-6	-1.3
- C#CCO[C@@H]1C[C@H](n2cnc3c(NC(=O)c4ccccc4)ncnc32)O[C@@H]1CO
  -3	-4	1.0	-1	-9	16	2	1	0	-1.6
- CN(CC(=O)NCc1ccccc1)Cc1cccc(F)c1
  0	-3	-0.3	1	-1	5	2	5	-5	-1.5
- COc1ccccc1CNC(=O)C1CCN(S(C)(=O)=O)CC1
  -1	-7	/	0	3	42	7	-3	1	0.1
- O=C1c2ccccc2NC(c2cccc([N+](=O)[O-])c2)N1CCc1ccccc1 (stereo not given)
  3	7	-2.1	0	12	-23	-8	-2	2	0.7
- O=C(C1CCCN(S(=O)(=O)Cc2ccccc2)C1)N1CCC(Cc2ccccc2)CC1 (stereo not given)
  6	14	-1.5	-5	-6	-43	1	-2	-4	1.5
